Assay outcomes from PubChem.
p53 reactivator: qHTS assay for re-activators of p53 using a Luc reporter; H1299 p53-A138V BP100-luciferase reporter, luminescence, 24 h; 320,000 tested, 0.063% active; AID 504706, 2011; Potency, µM (titrated, usually from 92.2 µM), for the others: at the top dose activity change, positive = activation, actives largely listed as activators; further: potency means the concentration at half of the fitted maximal effect; % of control where 0% means no effect; nearly all actives have a fitted effect of over 45% in size
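p53-null H1299 cells stably carrying temperature-sensitive p53-A138V and a BP100-luciferase reporter were pinned with compounds (4-point, 1:5 series) and held 24 hrs at 37 deg C. Luminescence was read 10 min after detection reagent.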
TRPV1 ag: HTS Assay for Compounds that Act as Agonists of the Vanilloid Receptor 1; 320,000 tested, 0.19% active; activation, % at 8.33 µM; Transient receptor potential cation channel subfamily V member 1 (Homo sapiens), Q8NER1; TRPV1-expressing cells, Fluo-8 calcium influx, agonist mode; in the data active means activation above about 80%; inconclusive means between about 30% and that limit; further: 0% is about no effect
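Fluo-8 calcium influx in TRPV1-expressing cells, kinetic read (ex 480/em 520 nm). Compound added and read 3 min for agonist activity, followed by capsaicin at EC20 final and 2 min further read for enhancement.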
Integrin act MD: qHTS for Activators of Integrin-Mediated Alleviation for Muscular Dystrophy; alpha7betagal myoblasts, beta-gal FDG fluorescence, 48 h; 350,000 tested, 0.064% active; Potency, µM (top dose mostly 38.3 µM), inactives show at the highest dose activation, actives largely listed as activators; AID 624291, 2012;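 further: potency means the concentration at half of the fitted maximal effect; 100% = response of the positive control SU9516; nearly all actives have a fitted effect of over 60% in size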
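alpha7betagal+/- myoblasts (passage 13, 250/well) treated 48 h at 37C with compounds at 1:260 dilution of DMSO stock. Lysed, then beta-galactosidase activity read as FDG fluorescence (ex 480/em 540) after 30 min, with pre-read for autofluorescence.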
MLL CXXC-DNA inh: qHTS Fluorescence Polarization Assay for Inhibitors of MLL CXXC domain - DNA interaction; Potency, µM (titrated, usually from 115 µM), for inactives: at the top dose activity change, negative = inhibition, actives largely listed as inhibitors; Histone-lysine N-methyltransferase 2A (Homo sapiens), Q03164; 290,000 tested, 0.037% active; MLL-CXXC / FITC-HOXA9 DNA fluorescence polarization; active means well fitted inhibition curve with a large enough effect in the polarisation, with a control signal flat, not every such curve was filed as active; inconclusive means small, poorly fitted or top-dose-only effect, or effect the other way, or a change in a side signal; inactive means no such curve, though single readings can be large or run the other way; the % refers to the polarisation; further: potency means the concentration at half of the fitted maximal effect
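Purified MLL-CXXC (added from a 7 uM solution) was preincubated 5 min at ambient with pinned compounds in 50 mM Tris-HCl pH 7.5, 50 mM NaCl, 1 mM DTT, 0.05% BSA. Fluorescein-labeled HOX-A9 DNA (50 nM solution) followed, 30 min, then polarization read.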
TCR activator: Activators of T cell receptors: qHTS campaign | primary human leukocytes, anti-CD3, IL-2 HTRF, 48 h | Potency, µM (titrated, usually from 9.22 µM), for inactives: top-dose activation of IL-2 secretion, most hits filed as activators | 330,000 tested, under 10 active | AID 504894, 2011; further: % of control where 0% means no effect
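Using a-CD3 beads without co-stimulation, primary human leukocytes were exposed to compounds for 48 hr. An HTRF IL-2 kit measured the cytokine, with europium-to-d2 energy transfer producing emission at 665nm upon 320nm excitation.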
PTAP TSG101 blk: qHTS Assay for Iinhibitors of HIV-1 Budding by Blocking the Interaction of PTAP/TSG101; 340,000 tested, under 10 active; Potency, µM (titrated, usually from 115 µM), for inactives: at the highest dose activity change, negative = inhibition, most hits filed as inhibitors; Tumor susceptibility gene 101 protein (Homo sapiens), Q99816; Fluorescence polarization, FITC-PTAP peptide / Tsg101 binding; active means well fitted inhibition curve with a large enough effect in the main read-out, with a control signal flat, not every such curve was filed as active; inconclusive means small, poorly fitted or top-dose-only effect, or effect the other way, or a change in a side signal; inactive means no such curve, though single readings can be large or run the other way; further: potency means the concentration at half of the fitted maximal effect; % of control where 0% means no effect
Target sequence (Q99816 whole entry, looked up): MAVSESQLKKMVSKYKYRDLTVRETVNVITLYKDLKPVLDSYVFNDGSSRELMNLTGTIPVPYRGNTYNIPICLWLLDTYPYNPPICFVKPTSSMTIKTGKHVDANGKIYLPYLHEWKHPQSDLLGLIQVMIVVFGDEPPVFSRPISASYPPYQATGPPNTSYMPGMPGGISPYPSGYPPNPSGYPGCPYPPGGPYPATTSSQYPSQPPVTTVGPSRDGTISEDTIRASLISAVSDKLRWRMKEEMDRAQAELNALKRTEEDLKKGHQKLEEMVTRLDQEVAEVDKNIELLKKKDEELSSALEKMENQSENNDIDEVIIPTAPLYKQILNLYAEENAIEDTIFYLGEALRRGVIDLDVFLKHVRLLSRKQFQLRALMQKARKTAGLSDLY
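Steps: Tsg101 binding domain dispensed (10 uM final), compounds pinned in DMSO, FITC-labeled PTAP-motif peptide added (50 nM final); after 20 min binding at room temperature, polarization measured.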
ELG1 repair inh: qHTS screen for small molecules that inhibit ELG1-dependent DNA repair in human embryonic kidney (HEK293T) cells expressing luciferase-tagged ELG1 | HEK293T ELG1-luciferase reporter, luminescence, 16 h; DNA damage induced by 5-fluorouridine | Potency, µM (titrated, usually from 46.1 µM), for the others: at the top dose activity change, negative = inhibition, hits mostly inhibitors | 330,000 tested, 2.3% active; further: potency means the concentration at half of the fitted maximal effect; on the % scale 0 is the no-effect control and ±100 the full control effect; nearly all actives have a fitted effect of over 55% in size
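Cells (2,000 per well) received 5-fluorouridine plus test compound or DMSO and were incubated 16 hr at 37 °C, 5% CO2. Luciferase activity was read by luminescence 30 min after ONE-Glo addition; signal suppression marked inhibition of damage-induced ELG1 function.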
A-T KAP1 phos: qHTS Assay for Identifying a Potential Treatment of Ataxia-Telangiectasia | 320,000 tested, 0.19% active | […] A-T fibroblasts, KAP-1 phosphorylation AlphaLISA; neocarzinostatin DNA damage 30 min before lysis | Potency, µM (titrated, usually from 57.5 µM), for the others: at the top dose activation, usual class: activators | AID 485349, 2010; further: potency means the concentration at half of the fitted maximal effect; % of control where 0% means no effect; nearly all actives have a fitted effect of over 45% in size
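ATM-like activity read as KAP-1 phosphorylation via AlphaLISA donor/acceptor antibody pairs after lysis and 6 hr at 25C. Cells were ATM-null patient fibroblasts ([…], hTERT), dosed 60 min, then exposed to the DSB inducer NCS for 30 min.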
BRCA1 expr act: qHTS Assay to Identify Small Molecule Activators of BRCA1 Expression; Potency, µM (doses to about 46.1 µM), inactives show top-dose activation, usual class: activators; 380,000 tested, 1.1% active; MCF7-BRCA1-FFLuc reporter, luminescence, 48 h; response scale: scaled: vehicle 0%, 10 µM genistein 100%; further: potency means the concentration at half of the fitted maximal effect; nearly all actives have a fitted effect of over 80% in size; some results filed as inactive show a strong effect at the top dose
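MCF7 cells carrying a BRCA1-firefly luciferase reporter (2000 cells/well, phenol-red free MEM) were attached for 2 h at 37 °C, then given compounds for 48 h. Luminescence was read 15 min after luciferase reagent; activity normalized to genistein (10 microM) and DMSO.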
B2AR arrestin: qHTS assay of beta-arrestin-biased ligands of beta2-adrenergic receptor | beta-arrestin recruitment to beta2AR, cell-based reporter | Beta-2 adrenergic receptor (Homo sapiens), P07550 | Potency, µM (series often up to 46.1 µM), for inactives: at the highest dose activation, actives largely listed as activators | 330,000 tested, 0.02% active;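 further: potency means the concentration at half of the fitted maximal effect; 0% = DMSO controls and full agonism = EC100 isoproterenol or metaproterenol; nearly all actives have a fitted effect of over 65% in size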
Target sequence (P07550 whole entry, looked up): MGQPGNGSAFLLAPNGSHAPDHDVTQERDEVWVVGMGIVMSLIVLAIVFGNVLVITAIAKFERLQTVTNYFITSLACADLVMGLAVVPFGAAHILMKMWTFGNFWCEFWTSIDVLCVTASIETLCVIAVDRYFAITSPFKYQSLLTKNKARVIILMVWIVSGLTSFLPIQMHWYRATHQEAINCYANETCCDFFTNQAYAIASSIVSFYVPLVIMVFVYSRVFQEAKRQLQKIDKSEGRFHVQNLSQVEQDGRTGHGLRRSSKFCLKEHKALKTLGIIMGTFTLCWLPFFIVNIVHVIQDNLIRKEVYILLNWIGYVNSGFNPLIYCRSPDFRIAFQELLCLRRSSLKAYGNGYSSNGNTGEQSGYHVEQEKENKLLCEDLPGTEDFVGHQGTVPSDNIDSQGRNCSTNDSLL
Active calls of the source: *; ? = inconclusive; . = no result given; & = joins results of further samples; [ ] = remark or other dose. Unless noted, the call rests on the fitted dose curve; in most records, active means well fitted curve in the direction sought with a large enough effect; inconclusive means small, poorly fitted or top-dose-only effect, or another doubt; inactive means no such curve, though single readings can be large; an effect the other way counts as inactive or inconclusive.

SMILES	p53 reactivator	TRPV1 ag	Integrin act MD	MLL CXXC-DNA inh	TCR activator	PTAP TSG101 blk	ELG1 repair inh	A-T KAP1 phos	BRCA1 expr act	B2AR arrestin
Cc1ccccc1S(=O)(=O)Cc1ccc(C(=O)NCc2ccc(F)cc2)o1	0%	16	1%	2%	-1%	-1%	?	4%	-10%	-0.1%
COc1ccc(/C(O)=C2\C(=O)C(=O)N(CCCN(C)C)C2c2ccccc2F)cc1Cl (stereo not given)	-4%	-1	.	7%	.	.	6%	2%	.	0.0%
c1ccc(-c2ncc(CSc3nncn3-c3ccccc3)s2)cc1	0%	-1	19%	22%	10%	-2%	-1%	1%	14%	0.2%
CCc1ccccc1NC(=O)CN1CCN(C(=O)CN2C(=O)NC3(CCCC3)C2=O)CC1	3%	-2	-7%	.	.	-5%	-3%	1%	1%	-0.1%
O=C(c1ccc(CS(=O)(=O)c2c(Cl)cccc2Cl)o1)N1CCN(c2ccccn2)CC1	-7%	7	-1%	-3%	0%	2%	?	6%	-3%	-0.4%
COc1ccc(OC)c(S(=O)(=O)NC(C)c2ccc(-n3ccnc3)cc2)c1 (stereo not given)	7%	0	28%	.	1%	0%	2%	6%	-4%	-0.4%
COCCN(C(=O)COC(=O)/C=C/c1ccco1)c1c(N)n(Cc2ccccc2)c(=O)[nH]c1=O	10%	-9	0%	-8%	0%	-2%	4%	-1%	-3%	-1.0%
CCn1c(SCC(=O)Nc2ccc(C)cc2)nc(O)cc1=O	-2%	-1	3%	6%	8%	-3%	0%	-5%	0%	-0.6%
COC(=O)c1ccc(CN2C(=O)NC(Cc3c[nH]c4ccccc34)C2=O)cc1 (stereo not given)	?	0	-144%[inhibitor]	6%	10%	0%	27%	-6%	?	-0.4%
COc1ccc(/C=N/n2cnc3c([nH]c4ccccc43)c2=O)cc1COc1ccccn1	-2%	-7	.	2%	.	.	-2%	-2%	.	0.0%
O=C1CSC(c2nn(-c3ccccc3)cc2-c2cc3ccccc3oc2=O)N1Cc1ccco1 (stereo not given)	-6%	16	0%	20%	-7%	1%	?	2%	-42%	-1.0%
Cc1ccc(F)c(NC(=S)Nc2cccc3ccccc23)c1	3%	0	.	?	.	.	-11%	-1%	.	2.9%
CC(C)(C)C(=O)O/N=C(\N)c1ccc([N+](=O)[O-])s1	11%	10	0%	-8%	-5%	-4%	?	?	-13%	-0.5%
O=C(NCCc1ccccc1)C(=O)NCC1CCCN1S(=O)(=O)c1cccs1 (stereo not given)	3%	0	1%	.	1%	2%	-15%	10%	-48%	-1.4%
CCCCOC(=O)CSc1nnc(N)s1	-4%	-3	11%	1%	12%	-7%	2%	13%	1%	0.4%
CC(SCC(=O)Nc1ccc(F)cc1)c1nc2ccccc2c(=O)[nH]1 (stereo not given)	6%	2	-4%	2%	-2%	1%	-4%	-1%	-1%	-0.9%
Cc1ccc(/C=N/n2c(-c3cccs3)n[nH]c2=S)cc1	-2%	23	-4%	4%	7%	-4%	1%	-3%	-12%	-0.9%
COc1cccc(N2CCN(c3ccc(S(=O)(=O)N4CCN(C)CC4)cc3[N+](=O)[O-])CC2)c1	9%	.	-36%[inhibitor]	.	1%	3%	?	-1%	-64%	-0.2%
COc1ccc(-n2c(SCC(=O)NCc3ccco3)nc3c([nH]c4ccccc43)c2=O)cc1	2%	-3	10%	25%	1%	0%	?	8%	-5%&-17%	0.1%
O=C(O)c1ccc(CNCc2ccc(F)cc2)cc1	1%	-1	-26%	18%	0%	0%	5%	1%	0%	-0.2%

Fetched by compound from above, three records:
SMILES	p53 reactivator	TRPV1 ag	Integrin act MD	MLL CXXC-DNA inh	TCR activator	PTAP TSG101 blk	ELG1 repair inh	A-T KAP1 phos	BRCA1 expr act	B2AR arrestin
O=C1CSC(c2nn(-c3ccccc3)cc2-c2cc3ccccc3oc2=O)N1Cc1ccco1 (stereo not given)	-6%	16	0%	20%	-7%	1%	?	2%	-42%	-1.0%
CCCCOC(=O)CSc1nnc(N)s1	-4%	-3	11%	1%	12%	-7%	2%	13%	1%	0.4%
Cc1ccc(F)c(NC(=S)Nc2cccc3ccccc23)c1	3%	0	.	?	.	.	-11%	-1%	.	2.9%

Following part.
SMILES	p53 reactivator	TRPV1 ag	Integrin act MD	MLL CXXC-DNA inh	TCR activator	PTAP TSG101 blk	ELG1 repair inh	A-T KAP1 phos	BRCA1 expr act	B2AR arrestin
O=C(Nc1nnc(-c2ccco2)o1)c1ccc(S(=O)(=O)N2CCCC2)cc1	2%	3	-7%	-6%	7%	-8%	?	-3%	-3%	-0.2%
O=C(Nc1cc(F)ccc1F)N1CCN(c2ccnc3cc(Cl)ccc23)CC1	-6%	?	10%	-12%	-42%	1%	?	-5%	-14%	-0.3%
CCOC(=O)c1ccc(CNC(=O)C2CCCCC2C(=O)OCC(F)(F)F)o1 (stereo not given)	4%	-3	-3%	-8%	4%	-2%	8%	2%	0%	0.1%
CC(C)CCNC(=O)NC(=O)COc1c(F)c(F)cc(F)c1F	-1%	?	9%	0%	2%	0%	8%	.	0%	0.2%
CCCOc1ccc(N2CC(C(=O)NC(C)C)CC2=O)cc1 (stereo not given)	2%	2	6%	1%	2%	-3%	?	1%	-26%	-0.4%
O=C(Nc1ccc2c(c1)OCO2)N1CCN(C/C=C/c2ccccc2)CC1	3%	14	3%	7%	.	.	-13%	3%	0%	-0.1%
COC(=O)[C@H](C)N(Cc1ccc(Cl)c(Cl)c1)S(=O)(=O)CCNC1CCCC1	2%	.	-14%	.	1%[46.1 µM]	-2%	12%	-3%[11.5 µM]	0%	0.1%
O=C(Nc1nnc(Cc2ccccc2)s1)c1ccccc1	.	4	0%	1%	-2%	-3%	?	3%	75%	-0.3%
Nn1cc(-c2ccccc2)nc1SCC(=O)Nc1ccc(S(N)(=O)=O)cc1	3%	0	18%	5%	2%	7%	4%	-5%	0%	-0.8%
O=[N+]([O-])c1ccc(S(=O)(=O)N2CCC3(CC2)OCCN3S(=O)(=O)c2cccs2)cc1	-2%	4	-33%	.	-1%	-1%	-10%	-1%	-24%	-0.1%
CC(=O)c1ccc(S(=O)(=O)Nc2cccc(-c3ccc(N4CCOCC4)nn3)c2)cc1	5%	5	26%	.	-1%	-1%	?	-2%	95%	0.2%
Cn1c(=O)n(C)c2cc(NC(=O)CCl)ccc21	-41%[inhibitor]	0	-75%	-21%	-1%	-2%	?	7%	-103%[inhibitor]	-0.3%
O=C1COc2ccc(C(=O)COC(=O)CNC(=O)C3CCCCC3)cc2N1	0%	0	3%	3%	-3%	-2%	17%	0%	-12%	0.0%
O=C(c1ccco1)N1CCN(C(=O)C2CCN(S(=O)(=O)c3cccs3)CC2)CC1	-5%	2	14%[7.66 µM]	14%	4%	1%	0%	-4%	0%	-0.1%
CCc1nc(SCC(=O)Nc2ccccc2)c2c(=O)n(C)c(=O)n(C)c2n1	-11%	0	8%	13%	-6%	-2%	-4%	1%	2%	0.5%
O=S(=O)(O)C1CCNCC1	1%	0	.	4%&7%	.	.	-1%	4%	.	-1.0%
C=CCSc1n[nH]c(-c2ccc(OC)cc2)n1	?	-4	-5%	-3%	0%	-6%	?	.	?	-0.1%
CC(=O)NC1=NN(C(C)=O)C(C)(c2ccc(Cl)s2)S1 (stereo not given)	-5%	-2	8%	6%	2%[46.1 µM]	-6%	?	.	-84%	-0.8%
COc1ccc(C2/C(=C(\O)c3cc(C)ccc3C)C(=O)C(=O)N2CCN(C)C)cc1OC (stereo not given)	1%	-5	14%	-3%	1%	0%	12%	7%	1%	-0.3%
Cc1cc(N2CCN(C)CC2)nc2ccc(NC(=S)NC3CC3)cc12	0%	2	13%	7%	4%	-4%	12%	-1%	-1%	0.1%

This is a random part of the collection (roughly 3.8% active in at least one column).
